RGS12 GoLoco inh – inhibitors of human Gai1-RGS12 GoLoco interaction (red fluorophore). P63096. Gai1:RGS12 GoLoco peptide FP, rhodamine, 10 min. Potency, µM (doses to about 61.6 µM), inactives show at the top dose activity, negative = inhibition, actives largely listed as inhibitors. actives 0.44% (n = 230,000). AID 880; active = well fitted inhibition curve with a large enough effect, not every such curve was filed as active; inactive = no such curve, though single readings can be large or run the other way; note: % is set by controls: 0 for no effect and ±100 for the full control effect; nearly all actives have a fitted effect of over 30% in size; many of its hits are not listed in these tables
GAA inh – blocks human lysosomal alpha-glucosidase; purified human GAA, 4-MU-alpha-glucoside fluorescence; Potency, µM (highest dose often 76.9 µM), without a hit: at the top dose activity change, negative = inhibition, usual class: inhibitors; actives 0.005% (n = 200,000);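 note: plate controls were uninhibited enzyme wells for no effect and no-enzyme background for full effect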
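Activity normalized between no-enzyme (basal) and enzyme-only wells. Conditions: 4 nM human enzyme, 400 uM fluorogenic substrate, citrate/phosphate pH 5.0 with Tween-20, 20 min room temperature, compounds up to 77 uM.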
ALDH1A1 inh – blocks purified human ALDH1A1 activity. P00352. Purified ALDH1A1, NADH fluorescence, propionaldehyde substrate. Potency, µM (titrated, usually from 75.3 µM), for inactives: at the highest dose activity, negative = inhibition, usual class: inhibitors. actives 7.3% (n = 220,000); active = well fitted inhibition curve with a large enough effect, not every such curve was filed as active; inconclusive = small, poorly fitted or top-dose-only effect, or another doubt; inactive = no such curve, though single readings can be large or run the other way;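 note: plate controls were no enzyme wells and a reference inhibitor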
Target sequence (P00352 whole entry, looked up): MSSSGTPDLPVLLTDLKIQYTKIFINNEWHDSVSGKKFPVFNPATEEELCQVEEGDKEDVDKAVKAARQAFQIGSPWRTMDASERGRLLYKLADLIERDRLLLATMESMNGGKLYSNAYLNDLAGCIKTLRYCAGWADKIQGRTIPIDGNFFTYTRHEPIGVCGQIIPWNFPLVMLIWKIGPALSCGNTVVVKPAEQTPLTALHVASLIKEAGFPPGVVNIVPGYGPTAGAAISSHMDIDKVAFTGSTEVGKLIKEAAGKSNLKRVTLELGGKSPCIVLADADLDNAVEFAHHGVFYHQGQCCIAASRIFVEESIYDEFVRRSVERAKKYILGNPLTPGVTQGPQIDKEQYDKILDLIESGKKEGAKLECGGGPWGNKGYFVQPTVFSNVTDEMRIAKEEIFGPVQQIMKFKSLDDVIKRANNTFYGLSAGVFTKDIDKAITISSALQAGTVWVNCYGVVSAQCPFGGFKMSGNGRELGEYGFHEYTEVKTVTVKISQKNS
GLA spleen mod – alpha-galactosidase A (human) modulation | human spleen homogenate, 4MU-alpha-Gal fluorescence, 40 min | AID 2107 | Potency, µM (series often up to 80 µM), without a hit: top-dose activity change, negative = inhibition, most hits filed as inhibitors | P06280 | actives 0.008% (n = 240,000);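 note: 0% = enzyme with vehicle and -100% = no enzyme basal signal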
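Human spleen homogenate (1 ug) as enzyme source, 4-methylumbelliferyl-alpha-D-galactopyranoside 1 mM final, citrate/phosphate pH 5.0 with 0.01% Tween-20. Compounds 40 min at 37C, NaOH/glycine stop; fluorescence Ex 365/Em 440, Hill-fit AC50.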
GAA glycogen – alters human alpha-glucosidase cleavage of glycogen; P10253; Potency, µM (top dose mostly 76.4 µM), for the others: top-dose activity change, negative = inhibition, most hits filed as inhibitors; actives 0.38% (n = 300,000); recombinant GAA, glycogen substrate, Amplex Red glucose oxidase fluorescence;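 note: 0% = full enzyme reaction and -100% = no-enzyme basal signal; the screen sought inhibitors and activators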
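Natural-substrate format: glycogen cleavage by 4 nM human enzyme, glucose read by Amplex Red coupling (Ex 573, Em 610 nm). Normalized to enzyme and no-enzyme controls.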
JMJD2E inh – blocks human JMJD2E demethylase activity. JMJD2E catalytic domain, FDH-coupled NADH fluorescence (FDH is formaldehyde dehydrogenase). Potency, µM (series often up to 57.1 µM), for inactives: top-dose activity change, negative = inhibition, usual class: inhibitors. actives 1.6% (n = 230,000). AID 2147; active = well fitted inhibition curve with a large enough effect, not every such curve was filed as active; inconclusive = small, poorly fitted or top-dose-only effect, or another doubt; inactive = no such curve, though single readings can be large or run the other way;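 note: 0% = wells with enzyme and -100% = buffer wells without enzyme; nearly all actives have a fitted effect of over 50% in size; many of its hits are not listed in these tables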
Target sequence (B2RXH2 1-337 limits assumed): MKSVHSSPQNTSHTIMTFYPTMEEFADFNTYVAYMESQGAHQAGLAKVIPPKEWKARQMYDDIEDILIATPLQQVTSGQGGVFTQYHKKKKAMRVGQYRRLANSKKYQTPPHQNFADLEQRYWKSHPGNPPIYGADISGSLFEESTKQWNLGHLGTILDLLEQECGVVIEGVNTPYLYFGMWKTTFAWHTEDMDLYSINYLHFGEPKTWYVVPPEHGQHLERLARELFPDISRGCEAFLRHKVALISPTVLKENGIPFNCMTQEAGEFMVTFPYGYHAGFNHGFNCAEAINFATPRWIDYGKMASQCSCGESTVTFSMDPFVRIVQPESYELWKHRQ
SMN2 splice enh – increases expression of the SMN2 splice variant | HEK293 SMN2-luciferase splicing reporter, luminescence, 30-36 h | Potency, µM (series often up to 46.1 µM), for inactives: at the top dose activity change, positive = activation, usual class: activators | actives 2.8% (n = 210,000) | AID 1458; note: % of control where 0% means no effect; nearly all actives have a fitted effect of over 55% in size
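HEK293 cells carry an SMN2 minigene-luciferase reporter in which exon 7 inclusion puts luciferase in frame. Cells were seeded at 2000 cells/well, attached for 10-12 hours, then exposed to compounds for 30-36 hours at 37C before ONE-Glo luminescence.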
aGlu spleen mod – inhibits or activates alpha-glucosidase in human spleen homogenate | human spleen homogenate, 4-MU-alpha-glucoside fluorescence | actives 0.006% (n = 240,000) | Potency, µM (titrated, usually from 79.9 µM), without a hit: top-dose activity change, negative = inhibition, usual class: inhibitors | AID 2112;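 note: 0% = enzyme with vehicle and -100% = no enzyme basal signal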
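Enzyme source: human spleen homogenate, 1 ug/well. Buffer 50 mM citric acid/K phosphate pH 5.0, 0.01% Tween-20. 4-MU-alpha-glucoside 1 mM; 37 C x 40 min; NaOH/glycine stop; fluorescence.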
* marks the source's active call; other numbers are inactive results; ? = inconclusive; nt = no result given; & = joins results of further samples; [ ] = another dose, or the depositor's remark. Unless noted, calls come from the whole dose curve; as a rule, active = well fitted curve in the direction sought with a large enough effect; inconclusive = small, poorly fitted or top-dose-only effect, or another doubt; inactive = no such curve, though single readings can be large; an effect the other way counts as inactive or inconclusive. Potency is the fitted concentration of half-maximal effect. An excerpt; count on the stated rates, not on these rows.

Start of the data: the first three records, to show the layout:
SMILES	RGS12 GoLoco inh	GAA inh	ALDH1A1 inh	GLA spleen mod	GAA glycogen	JMJD2E inh	SMN2 splice enh	aGlu spleen mod
Cc1cc(=O)oc2cc(OCc3ccc(C(=O)OCC(=O)Nc4ccccc4OC(F)F)cc3)ccc12	21%	4%	?	7%	3%	?	28%	8%
CCOc1ccccc1NC(=O)C(=O)N/N=C/c1ccc([N+](=O)[O-])cc1	-3%	4%	2%	-9%	29%	17%	-1%	0%
Oc1ccc(Cl)cc1CNn1cnnc1	23%	?	-2%	-4%	9%	-11%	nt	-1%

This part in full, previewed entries included:
SMILES	RGS12 GoLoco inh	GAA inh	ALDH1A1 inh	GLA spleen mod	GAA glycogen	JMJD2E inh	SMN2 splice enh	aGlu spleen mod
Cc1cc(=O)oc2cc(OCc3ccc(C(=O)OCC(=O)Nc4ccccc4OC(F)F)cc3)ccc12	21%	4%	?	7%	3%	?	28%	8%
CCOc1ccccc1NC(=O)C(=O)N/N=C/c1ccc([N+](=O)[O-])cc1	-3%	4%	2%	-9%	29%	17%	-1%	0%
Oc1ccc(Cl)cc1CNn1cnnc1	23%	?	-2%	-4%	9%	-11%	nt	-1%
O=C1c2ccccc2C(=O)N1CCSc1n[nH]c(=S)s1	-29%	4%	2.2µM*	4%	-15%	?	1%	0%
CCN(CC)S(=O)(=O)c1ccc(C(=O)Nc2ncn(Cc3ccccc3)n2)cc1	15%	-5%	?	-15%	3%	-5%	-11%	1%
O=c1c2c3c(sc2n2cnnc2n1Cc1ccccc1)CN(Cc1ccccc1)CC3	2%	2%	?	1%	?	?	?	1%
CCc1ccc(C(c2ccc(CC)cc2)C(Cl)Cl)cc1	1%	nt	-5%	7%	nt	nt	-12%	1%
c1ccc2c(N3CCOCC3)nc(N3CCOCC3)nc2c1	12%	?	?	?	-3%	?	5%	?
CC1(C)Cc2c(cnn2-c2ccccc2)-c2c1c1ccccc1n2CC(O)CCl (configuration not stated)	11%	-10%	?	7%	-12%	?	-21%	2%
COc1ccc(CCCc2nnc(SCC(=O)Nc3ncc(C)s3)o2)cc1	-8%	-3%	-4%	2%	0%	-5%	1%	13%
CC(C)c1nc(SCC(=O)N2CCOCC2)c2c(=O)n(C)c(=O)n(C)c2n1	1%	-3%[15.4 µM]	-3%	2%	-4%	-1%	-6%	7%
NC(=O)c1nnsc1Sc1c(C(N)=O)nnn1-c1cccc(N)c1	8%	11%	3%	-7%	3%	7%	-43%[inhibitor]	-4%
Cc1cc(-c2ccco2)n(CC(=O)NCCCc2ccccc2)n1	0%	-10%	6%	1%	3%	-4%	-4%	3%
O=C(COC(=O)Cn1cnc2ccccc21)NCCc1ccc(Cl)cc1	-1%	-2%	13µM*	-1%	0%	0%	?	-4%
Cc1ccccc1NC(=O)Cn1c(NCC(C)O)nc2ccccc21 (configuration not stated)	0%	-5%	9%	-4%	3%	3%	-9%	3%
O=C(COC(=O)C12CC3CC(CC(C3)C1)C2)Nc1nccs1	5%	13%	8%	0%	9%	-4%	-18%	3%
Cc1cccc(NC(=O)COC(=O)c2cccc3c2C(=O)c2ccccc2C3=O)c1C	0%	-4%	-3%	1%	-1%	0%	-34%[inhibitor]	2%
O=C(c1ccc(COc2ccc(Cl)cc2)cc1)N1CCCCC1	6%	7%	28µM*	1%	-23%	-11%	12%	-2%
COc1ccc(C2=NNC(=O)CC2)cc1	-6%	4%	1%	2%	4%	-8%	15%	-2%
COc1ccc(-n2c(C)c3c(OC)cccc(=O)c3c2C)cc1	5%	-9%	0%	7%	-5%	-3%	-16%	-3%
Cc1cc(-c2nnc(SCC(=O)Nc3ccccc3C(F)(F)F)o2)c(C)n1-c1ccccc1	10%	-17%	11µM*	-7%	10%	3%	-22%	-3%
Cc1cc(Nc2ccccc2O)c2ccccc2n1	-2%	11%	8%	-13%	0%	4%	nt	-1%
O=C(c1ccccc1)N(C1=NCCCCS1)c1ccccc1	-9%	9%	-4%	7%	8%	-11%	?	-1%
CCC1(C)Cc2ccccc2-c2c1c(=O)n(Cc1ccccc1)c1nnnn21 (configuration not stated)	4%	-5%	-7%	-2%	4%	-11%	34%	-9%
COc1ccc(OC)c(N2C(N)=NC(N)=NC23CCCC3)c1	nt	-7%	22µM*	7%	0%	-6%	nt	0%
SMILES	RGS12 GoLoco inh	GAA inh	ALDH1A1 inh	GLA spleen mod	GAA glycogen	JMJD2E inh	SMN2 splice enh	aGlu spleen mod
CC1CCN(C(=O)c2ccc(CSc3nc4ccncc4n3Cc3ccc(F)cc3)cc2)CC1	-5%	-7%	-8%	-9%	5%	-17%	-28%	-6%
COC(=O)c1cc2sccc2n1CC(=O)Nc1ccc(OC)c(OC)c1OC	3%	-4%	3%	-1%	1%	3%	6%	-2%
Fc1ccccc1N1CCN(c2cnc3ccccc3n2)CC1	3%	-2%	-7%	6%	8%	3%	2.8µM*	-5%
O=C(Cc1ccc(Cl)cc1)Nc1ccc2oc(-c3ccncc3)nc2c1	69%[activator]	5%	?	-5%	-1%	?	?	-6%
CC(=O)Oc1cccc(N2C(=O)C3CC=C(Cl)CC3C2=O)c1 (configuration not stated)	5%	?	-4%	12%	6%	5%	9%	-2%
COc1ccc(C(c2sc3ncnn3c2O)N2CCN(c3ccccc3F)CC2)cc1OC (configuration not stated)	16%	-4%	?	-1%	-3%	2%	-26%	0%
COc1ccc(C2C(C(=O)Nc3cccnc3)=C(C)Nc3nc(-c4ccco4)nn32)cc1 (configuration not stated)	2%	-6%	-8%	-5%	22%	-9%	-14%	2%
CCOC(=O)Nc1sc2nc(C)cc(C)c2c1-n1cccc1	18%	-2%	?	6%	-3%	-26%	-1%	2%
O=C1OC(/C=C/c2ccc(Cl)cc2)=NC/1=C/c1ccco1	-1%	?	2µM*	1%	9%	-7%	-9%	-3%
CC(C)N(Cc1nc(-c2ccc(Cl)cc2)no1)Cc1nccn1C	49%[activator]	?	?	-2%	12%	-6%	-47%[inhibitor]	-3%
CC(=O)c1sc2nc(=O)c(C)nn2c1C	9%	5%	-3%	5%	0%	?	6%	0%
Cc1ccc(NC(=S)NCc2ccco2)c(C)c1	3%	nt	nt	-4%	0%	0%	nt	-1%
O=C(Nc1cc(S(=O)(=O)N2CCCCC2)ccc1N1CCCCC1)C1CC1	18%	nt	nt	1%	-17%	-4%	nt	-1%
CNS(=O)(=O)c1cccc(C(=O)OCC(=O)Nc2ccccc2F)c1	0%	3%	-3%	1%	10%	13%	23%	2%
CCc1cc2c(=O)c(-c3cnn(-c4ccccc4)c3)c(C)oc2cc1OCC(=O)Nc1ccc(F)c(F)c1	-5%	8%	18%	11%	0%	6%	2%	4%
COc1cc(NC(=S)N2CCCCC2C)c(OC)cc1Cl (configuration not stated)	8%	-5%	2%	10%	-18%	3%	-6%	1%
COc1ccc(OC)c(CN2CCN(CCc3ccccc3)C(CCO)C2)c1 (configuration not stated)	-8%	-14%	2%	3%	-11%	-5%	nt	7%
CCCCNC(=S)Nc1cccc2cnccc12	nt	0%	?	0%	4%	-6%	nt	1%
COc1ccc(NC(=O)C2CCN(C(=O)Cc3ccccc3)CC2)c(OC)c1	16%	12%	-10%	-7%	4%	2%	nt	-2%
CC1CN(C(=O)c2ccc3c(c2)OCO3)OC(c2ccccc2)O1 (configuration not stated)	-1%	12%	5%	-2%	-9%	7%	-6%	-5%
CC(=O)Nc1ccc(S(=O)(=O)Nc2nc3ccccc3nc2Nc2cccc(O)c2)cc1	5%	nt	nt	6%	2%	?	nt	7%
Cc1nc(-c2c(-c3ccc(O)cc3O)noc2C(F)(F)F)cs1	1%	-15%	2%	-19%	-12%	2%	nt	-14%
S=C(Nc1ccccc1)c1ccccn1	-6%&7%	10%	-10%	-10%&3%	0%&-2%	-10%&-14%	?	2%&5%
CCn1cc(C(=O)NCCCN2CC(C)CC(C)C2)c2cc(OC)c(OC)cc2c1=O (configuration not stated)	4%	7%	?	1%	4%	-18%	-14%	4%
CCN(CC)CCOc1ccc(Br)cc1	-6%	-5%	-6%	-1%	3%	4%	7%	1%
SMILES	RGS12 GoLoco inh	GAA inh	ALDH1A1 inh	GLA spleen mod	GAA glycogen	JMJD2E inh	SMN2 splice enh	aGlu spleen mod
O=C(O)c1ccc2c(c1)C(=O)N(c1cccc(-c3nc4ccccc4s3)c1)C2=O	13%	3%	4%	2%	-11%	?	nt	5%
O=[N+]([O-])c1ccc(N2CCOCC2)cc1SCc1ccco1	6%	-12%	?	-1%	-7%	-1%	-17%	1%
COc1ccc(NC(=O)c2c(NC(=O)CNCc3ccco3)sc3c2CCC3)cc1	18%	10%	?	15%	?	4%	-19%	-5%
CCOCCOC(=O)C(C)Oc1ccc(Oc2nc(Cl)ccc2Cl)cc1 (configuration not stated)	-2%	?	-5%	5%	-2%	-7%	28%	6%
CCC1C(=O)N=C(SCC(=O)Nc2ccccc2)NC1=O (configuration not stated)	-7%	-1%	-6%	2%	-2%	2%	-6%	1%
Cc1ccccc1OCC(=O)Nc1nnc(-c2ccncc2)s1	31%[activator]	0%	?	3%	5%	?	nt	-2%
Cc1ccc(S(=O)(=O)N(C)C)cc1NC(=S)NC1CCCC(C)C1C (configuration not stated)	8%	-36%	?	1%	4%	-3%	-15%	0%
COC(=O)Cn1c(C(=O)N(C)C)cc2c1C[C@H]1CN(C(=O)c3ccccc3)[C@@](Cc3ccc(OC)cc3)(C(=O)OC)[C@@H]21	14%	nt	3%	2%	nt	10%	-2%	5%
CC(=O)Nc1ccc(NC(=O)c2ccccc2CC[N+](=O)[O-])cc1	1%	9%	?	-3%	-3%	3%	-7%	3%
Cc1ccc2nsnc2c1NC(=O)c1sc2ccccc2c1Cl	4%	7%	?	3%	-5%	-19%	-8%	-7%
O=C(CCCN1C(=O)/C(=C\c2cccc(Br)c2)SC1=S)Nc1cccnc1	15%	-10%[15.4 µM]	-5%	-3%	-13%	3%	-81%[inhibitor]	1%
O=C(c1cccn(Cc2ccc(Cl)c(Cl)c2)c1=O)N1CCOCC1	0%	-1%	9%	-5%	5%	7%	5%	-3%
Cc1ccc(C)c(NC(=S)N(C2CCCCC2)C(C)c2cccnc2)c1 (configuration not stated)	7%	nt	nt	1%	2%	12%	nt	1%
Cc1cc(C)cc(N2CC(O)=C(c3nc4ccccc4c(=O)[nH]3)C2=N)c1	79%[activator]	-7%	-3%	0%	-8%	8%	nt	3%
